Screening results: PubChem BioAssay, several laboratories
PLAP inhibition: PLAP enzyme inhibitors, biochemical, luminescence, HTS (AID 690). purified PLAP, luminescent substrate; higher % means a stronger effect. one-dose inhibition, % at 20 µM; IC50 in µM for titrated hits. 96,000 tested, 0.08% active; in the data active = a potency from the dose series; inactive = the rest, 99 in 100 with inhibition below about 30%; note: strong numbers were not always called active
NFkB transloc inh: inhibitors of IL-1B driven NFkB p65 nuclear import, primary screen, imaging, HUVEC, IL-1B stimulus, high-content imaging | AID 796, 2007 | inhibition, % at 2 µM | 94,000 tested, 0.43% active | HUVEC IL-1B NFkB p65 nuclear translocation imaging;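 active = inhibition above about 30% together with a positive call from visual inspection of the well image, limit read from the data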;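 note: nuclear over cytoplasmic p65 intensity ratio measured by imaging; 0% = IL-1B stimulated DMSO wells and 100% = unstimulated DMSO wells; values of inactives mirror those of a sister screen read the other way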
MRP resist rev: reversal of MRP1-mediated doxorubicin resistance, primary screen, H69AR cells, doxorubicin co-treatment; H69AR cells + 2 uM doxorubicin, CellTiter-Glo, 72 h; differential viability (reversal), % at 10 µM; 85,000 tested, 0.04% active; AID 602, 2007;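 active = viability drop by adding the cancer drug above about 55%, with treated viability meeting a 40% cutoff, limit read from the data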;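 note: viability without doxorubicin minus viability with 2 µM doxorubicin for each compound; larger differential means the compound sensitizes cells more to doxorubicin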
Bcl-B TR3 displacers: displacers of TR3 peptide from Bcl-B, primary screen, selectivity assay for Bfl-1 inhibitor project, biochemical, fluorescence polarization. Bcl-2-like protein 10 (Homo sapiens). FP displacement of FITC-TR3 peptide from Bcl-B; higher % means a stronger effect. displacement, % at 20 µM; hits with a dose series show IC50 in µM. 96,000 tested, 0.11% active. AID 748, 2007;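 active = displacement above 50% at 20 µM plus a fluorescence interference ratio under 1.5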;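 note: plate controls were wells without compound for no effect and wells lacking Bcl-B protein for full effect; a part of the inactive calls stands beside numbers as strong as those of hits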
NFkB transloc pot: enhancers of NFkB p65 translocation in HUVEC – imaging, IL-1B stimulus, high-content imaging, primary screen. HUVEC IL-1B NFkB p65 nuclear translocation imaging. activation, % at 2 µM. 94,000 tested, 0.3% active;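 active = activation above 40%, about the mean plus 3 SD, also judged a hit on visual image review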;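 note: percent activation is computed from the nuclear over cytoplasmic p65 intensity ratio; values of inactives mirror those of a sister screen read the other way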
MRP resist rev cytotoxicity: also measured in MRP resist rev; calls as there; viability, %; H69AR cells, CellTiter-Glo, 72 h; measured here: cytotoxicity without doxorubicin
MRP resist rev with doxorubicin: recorded beside MRP resist rev, whose call it bears; viability, %; measured here: viability with 2 uM doxorubicin; hits give low values
NFkB transloc inh cell count 2 µM: further read-out of NFkB transloc inh, marked with its call; cell count; measured here: cells passing quality filter;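 raw number of nuclei counted in each imaged well without normalization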
NFkB transloc pot cell count 2 µM: second read-out of NFkB transloc pot, no call of its own (marks repeat the call); cell count; measured here: cells passing quality filter
* = called active by the depositor; x = not tested or not shown.

SMILES	PLAP inhibition	NFkB transloc inh	NFkB transloc inh cell count 2 µM	MRP resist rev	MRP resist rev cytotoxicity	MRP resist rev with doxorubicin	Bcl-B TR3 displacers	NFkB transloc pot	NFkB transloc pot cell count 2 µM
N#CC(c1nc2ccccc2nc1N1CCCCC1)S(=O)(=O)c1ccc(Cl)cc1 (stereo unspecified)	7%	x	x	-9	57	66	1%	x	x
CCOc1ccc(CCNS(=O)(=O)c2c(C)n[nH]c2C)cc1OCC	-20%	-8	112	0	88	88	8%	8	112
Cn1c(=O)c2cc(S(=O)(=O)NCCC(=O)NCc3ccccc3Cl)ccc2n(C)c1=O	7%	-4	184	-3	88	90	-16%	4	184
Cc1ccccc1-c1nc(CN2CCC(C(=O)NCCCN3CCCC3)CC2)c(C)o1	-84%	3	120	-7	100	106	-3%	-3	120
O=C(c1cccs1)N1CCc2c([nH]c3ccccc23)C1c1ccc(Cl)cc1 (stereo unspecified)	10%	3	187	x	x	x	5%	-3	187
COc1ccc(-n2nc(C(=O)NCC(=O)NCc3ccco3)c3ccccc3c2=O)cc1	10%	-23	134	8	101	93	1%	23	134
Cn1c(C(N)=O)cnc1Sc1ncc(C(F)(F)F)cc1Cl	14%	5	147	x	x	x	0%	-5	147
Cc1nnc(-c2cnn(-c3ccccc3)c2N)n1Cc1ccccc1	2%	-4	121	x	x	x	4%	4	121
CC1(C)Cc2c(C#N)c(NCCCO)nc(-c3ccccc3)c2CO1	-9%	x	x	-8	66	75	-5%	x	x
NC(=O)CSc1nnnn1-c1ccc2c(c1)OCCO2	x	9	158	8	102	94	x	-9	158
Cc1ccc(S(=O)(=O)NCCCOC(=O)Nc2ccncc2)cc1	7%	4	135	0	84	84	-18%	-4	135
COC(=O)c1ccccc1NC(=O)C(C)NS(=O)(=O)c1ccc(OC)cc1 (stereo unspecified)	-74%	8	103	-5	79	84	4%	-8	103
CCN(CC)S(=O)(=O)c1ccc(S(=O)(=O)Nc2ccc3c(c2)oc2ccccc23)cc1	-84%	5	172	-11	33	44	1%	-5	172
CN(C)CCN1C(=O)C(O)=C(C(=O)c2cc3ccccc3o2)C1c1ccccn1 (stereo unspecified)	4%	7	163	-4	99	103	-5%	-7	163
O=C(CN1CCN(c2ccccn2)CC1)NC1CCCCC1	-12%	-1	174	8	97	89	1%	1	174
O=C(Nc1nc(-c2ccc(S(=O)(=O)N3CCCCCC3)cc2)cs1)c1cccs1	10%	-10	106	13	67	54	-3%	10	106
CCCCOC(=O)CCn1c(=S)oc2ccccc21	6%	-13	141	-7	87	94	0%	13	141
CCOC(=O)C1NC(=O)CC1c1ccccc1 (stereo unspecified)	-7%	1	167	-6	95	101	-4%	-1	167
Cc1occc1C(=O)NC1CCCCCC1	6%	16	90	-6	94	100	-3%	-16	90
CCn1c(C)[n+](CCCS(=O)(=O)[O-])c2cc(Cl)c(Cl)cc21	2%	3	137	x	x	x	-12%	-3	137
CC1Cc2ccccc2N1c1ncnc2c1nnn2Cc1ccccc1 (stereo unspecified)	9%	0	171	-3	88	91	-1%	0	171
O=C(COc1ccccc1Cl)NCCCN1CCOCC1	-28%	6	91	-1	82	83	-10%	-6	91
CC1(C(=O)O)Sc2[nH]c(=O)sc2C2c3ccccc3OC(=O)C21 (stereo unspecified)	12%	x	x	-1	91	92	2%	x	x
O=C(OCC(=O)c1ccc[nH]1)c1ccc(S(=O)(=O)N2CCCCCC2)cc1	10%	x	x	1	97	96	-12%	x	x
Cc1c(Cl)cccc1Nc1nc(N)nc(CSc2ncccn2)n1	5%	-18	195	0	1	1	-3%	18	195
CCOC(=O)c1ccccc1N/C=C1\CCCC1=O	-33%	13	142	17	93	76	-14%	-13	142
CCOC(=O)c1ccc2nc(C)c3c(c2c1)OC(C)C3 (stereo unspecified)	-40%	-4	161	10	90	81	-7%	4	161
COc1ccc(S(=O)(=O)N(C)CC(=O)N2CCN(c3ccc(F)cc3)CC2)cc1OC	-82%	-15	50	5	77	72	-10%	15	50
Cc1ccc(-c2noc(CN(C(=O)C(c3ccccc3)c3ccccc3)C(C)C)n2)cc1	-5%	-1	170	2	85	83	0%	1	170
Cc1cc(/C=C(\C#N)C(=O)NCc2ccco2)c(C)n1C1CCCC1	16%	-21	190	15	79	64	0%	21	190
NCC/C=C1/c2ccccc2CSc2ccccc21	x	-18	139	3	80	77	x	18	139
CCOC(=O)CSc1nnc(CNC(=O)c2ccccc2OC)n1-c1ccc(OC)cc1	-32%	-2	214	14	103	89	-1%	2	214
Cn1nccc1C(=O)Nc1ccccc1C(=O)O	-19%	x	x	11	109	98	0%	x	x
Cc1cccc(OCCCc2c(C)n[nH]c2C)c1	-66%	x	x	-4	104	109	-20%	x	x
COC(=O)c1c(NS(=O)(=O)Cc2ccccc2)sc2c1CCCC2	-47%	-17	184	-12	77	89	-52%	17	184
O=C(NC1CCCCC1)c1ccc(S(=O)(=O)N2CCCCC2)cc1	x	-7	86	24	99	75	x	7	86
CCOC(=O)N1CCN(c2cc(=O)n(C3CCCCC3)c(=O)[nH]2)CC1	11%	13	105	11	82	71	3%	-13	105
CCCCn1c(SCc2nc3ccccc3s2)nc2cc(S(N)(=O)=O)ccc21	-35%	-5	172	-17	16	33	-17%	5	172
C=COCCNC(=O)C(=O)NCC(C)C	x	-8	116	x	x	x	x	8	116
CCN(Cc1ccccc1)C(=O)C1CCN(Cc2ccc(OC)c(OC)c2OC)CC1	-72%	-4	185	-4	81	85	-3%	4	185
O=C(CN1C(=O)c2cccc3cccc1c23)Nc1ccc2c(c1)OCO2	5%	7	133	-4	103	107	-8%	-7	133
CC(=O)NCCn1c(C)cc2ccccc21	8%	-2	158	13	101	89	3%	2	158
CCOc1ccc(OCC)c(NC(=O)C2CCN(c3ncccn3)CC2)c1	3%	-7	98	-9	68	77	0%	7	98
CCC(=O)N1CCc2cc(Br)cc(S(=O)(=O)CC(=O)OC)c21	-2%	-13	124	-2	90	92	5%	13	124
CC(=O)Nc1ccc(-c2nnc(SCc3c(C)cc(C)cc3C)n2C)cc1	-82%	-11	51	20	100	80	5%	11	51
COc1ccc(N(Cc2ccccc2)C(=O)CSc2nnc(Cn3nnc4ccccc43)o2)cc1	-69%	-5	142	15	103	88	2%	5	142
Cc1ccccc1OCc1nnc(SCC(=O)Nc2ccc3c(c2)oc2ccccc23)n1C	17%	-2	118	-3	21	24	-8%	2	118
Cc1ccnc(NC(=O)Nc2ccc(F)cc2)c1	2%	-1	197	-5	90	94	-4%	1	197
CCOc1ccccc1C1C(C(N)=O)=C(C)Nc2nc(-c3ccccc3Cl)nn21 (stereo unspecified)	-2%	2	91	-5	84	89	8%	-2	91
CCN1C(=O)C2C(C1=O)N1C(c3ccccc3)C3C(=O)N(CC)C(=O)C3N1C2c1ccccc1 (stereo unspecified)	1%	-32	209	4	93	88	1%	32	209

Some of these compounds in order of heavy-atom count, low to high.
SMILES	PLAP inhibition	NFkB transloc inh	NFkB transloc inh cell count 2 µM	MRP resist rev	MRP resist rev cytotoxicity	MRP resist rev with doxorubicin	Bcl-B TR3 displacers	NFkB transloc pot	NFkB transloc pot cell count 2 µM
CC(=O)NCCn1c(C)cc2ccccc21	8%	-2	158	13	101	89	3%	2	158
Cc1ccnc(NC(=O)Nc2ccc(F)cc2)c1	2%	-1	197	-5	90	94	-4%	1	197
CCOc1ccc(OCC)c(NC(=O)C2CCN(c3ncccn3)CC2)c1	3%	-7	98	-9	68	77	0%	7	98
CCOc1ccccc1C1C(C(N)=O)=C(C)Nc2nc(-c3ccccc3Cl)nn21 (stereo unspecified)	-2%	2	91	-5	84	89	8%	-2	91
Cc1ccccc1OCc1nnc(SCC(=O)Nc2ccc3c(c2)oc2ccccc23)n1C	17%	-2	118	-3	21	24	-8%	2	118
COc1ccc(N(Cc2ccccc2)C(=O)CSc2nnc(Cn3nnc4ccccc43)o2)cc1	-69%	-5	142	15	103	88	2%	5	142

(next part)
SMILES	PLAP inhibition	NFkB transloc inh	NFkB transloc inh cell count 2 µM	MRP resist rev	MRP resist rev cytotoxicity	MRP resist rev with doxorubicin	Bcl-B TR3 displacers	NFkB transloc pot	NFkB transloc pot cell count 2 µM
O=C(Nc1ccc(N2CCN(Cc3ccccc3)CC2)cc1)c1cccnc1	-26%	-6	150	-4	94	98	6%	6	150
CCc1ccc2oc(-c3cccc(N)c3)nc2c1	0%	15	156	9	81	73	8%	-15	156
COc1cc(/C=N/NC(=O)c2cccnc2)ccc1OC(=O)c1ccc2c(c1)OCO2	-12%	x	x	x	x	x	-3%	x	x
O=C(NNC(=O)c1ccccc1Br)c1cccc(Cl)c1	-18%	2	141	x	x	x	-17%	-2	141
COc1ccc(C2N(c3cc(Cl)ccc3OC)C(=O)C3CCCN32)cc1 (stereo unspecified)	-81%	12	175	14	101	88	1%	-12	175
Cc1nc2cc(O)ccc2n1C	1%	8	165	9	98	89	9%	-8	165
Cc1ccc(CCNc2ccccc2)c[n+]1[O-]	-1%	x	x	-14	94	108	10%	x	x
c1coc(CNc2ncnc3sc4c(c23)CCCCC4)c1	-58%	-8	160	-5	90	95	-25%	8	160
O=c1cc(O)sc2ccccc12	-8%	8	95	x	x	x	-1%	-8	95
CCOC(=O)Cn1nnnc1CN(Cc1cccs1)Cc1cc2cc(C)cc(C)c2[nH]c1=O	-55%	13	176	4	82	77	-29%	-13	176
Cc1nn(-c2ccccc2)c(Cl)c1C(=O)OC(C)C(=O)Nc1ccc2c(c1)OCO2 (stereo unspecified)	-16%	6	168	0	89	89	-3%	-6	168
O=c1nc(-c2ccccc2)cc(-c2ccccc2)[nH]1	-23%	x	x	-3	92	96	1%	x	x
Cc1nc(SCC(=O)NCc2ccco2)c2c3c(sc2n1)CCCC3	-29%	9	124	-16	59	75	3%	-9	124
COc1ccc(S(=O)(=O)Nc2ccc(Cl)cn2)c(C)c1C	-17%	-7	148	-18	97	115	5%	7	148
Cc1ccc(C)c(N2CCN(C(=O)c3ccc(NS(=O)(=O)c4c(C)noc4C)cc3)CC2)c1	-31%	0	192	x	x	x	-8%	0	192
CC(=O)c1ccc(OCC(O)Cn2nnc3ccccc32)cc1 (stereo unspecified)	-34%	-8	117	4	82	77	7%	8	117
COc1ccc(C2=CC(c3cc(OC)c(OC)c(OC)c3)NC(=S)N2)cc1 (stereo unspecified)	-52%	-4	60	-28	46	74	-11%	4	60
CCOc1cc(S(=O)(=O)NCc2ccc3c(c2)OCO3)ccc1F	9%	4	160	-2	90	92	-8%	-4	160

Whole records as entered above. Screens in order: PLAP inhibition | NFkB transloc inh | NFkB transloc inh cell count 2 µM | MRP resist rev | MRP resist rev cytotoxicity | MRP resist rev with doxorubicin | Bcl-B TR3 displacers | NFkB transloc pot | NFkB transloc pot cell count 2 µM
Listed for Cc1nn(-c2ccccc2)c(Cl)c1C(=O)OC(C)C(=O)Nc1ccc2c(c1)OCO2 (stereo unspecified) → -16% | 6 | 168 | 0 | 89 | 89 | -3% | -6 | 168
Listed for CC(=O)c1ccc(OCC(O)Cn2nnc3ccccc32)cc1 (stereo unspecified) → -34% | -8 | 117 | 4 | 82 | 77 | 7% | 8 | 117
Listed for CCOc1cc(S(=O)(=O)NCc2ccc3c(c2)OCO3)ccc1F → 9% | 4 | 160 | -2 | 90 | 92 | -8% | -4 | 160
Listed for COc1ccc(C2=CC(c3cc(OC)c(OC)c(OC)c3)NC(=S)N2)cc1 (stereo unspecified) → -52% | -4 | 60 | -28 | 46 | 74 | -11% | 4 | 60
Listed for COc1ccc(S(=O)(=O)Nc2ccc(Cl)cn2)c(C)c1C → -17% | -7 | 148 | -18 | 97 | 115 | 5% | 7 | 148

This is a subset; count on the stated rates, not on these rows.
